Screening results (PubChem)
Vif-APOBEC3G blk: Vif-A3G binding inhibition | AID 602310 | Potency, µM (series often up to 46.1 µM), for the others: top-dose activity, negative = active, actives largely listed as inhibitors | 410,000 compounds, 0.076% hits | HeLa A3G-eYFP + Vif (tagged APOBEC3G with the HIV-1 protein that degrades it), YFP fluorescence, overnight;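 also: % is scaled to controls: 0 for no effect and ±100 for the full control effect; nearly all actives have a fitted effect of over 60% in size; hits raise eYFP signal because A3G escapes Vif-driven loss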
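HeLa cells stably expressing Vif and C-terminally eYFP-tagged A3G, seeded overnight at 37 deg C, then exposed to compound by pintool overnight at 37 deg C. Rise in yellow fluorescence (Ex 488/Em 500-530, Acumen) marks blocked Vif-driven A3G degradation.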
mIDH1 inhibitor: inhibitors of human mutant IDH1 R132H. O75874. IDH1-R132H enzyme, NADPH consumption, diaphorase/resazurin fluorescence. Potency, µM (titrated, usually from 76.6 µM), for inactives: at the highest dose activity change, negative = inhibition, most hits filed as inhibitors. 390,000 compounds, 0.093% hits. AID 602179; also: % is scaled to controls: 0 for no effect and ±100 for the full control effect; nearly all actives have a fitted effect of over 65% in size
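IDH1-R132H (0.5 ug/mL dispensed) in pH 7.5 Tris buffer was preincubated 30 min with compound, then given a substrate mix of 0.016 mM NADPH and 2 mM alpha-KG for 80 min at room temperature; remaining NADPH was read by diaphorase/resazurin fluorescence.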
rTrxR1 inhibitor: rat TrxR1 inhibition; recombinant rTrxR1, NADPH fluorescence consumption, selenite substrate; 390,000 compounds, 1% hits; Potency, µM (top dose mostly 114 µM), inactives show top-dose activity change, negative = inhibition, hits mostly inhibitors; O89049; AID 588453; also: % is scaled to controls: 0 for no effect and ±100 for the full control effect; nearly all actives have a fitted effect of over 65% in size
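Rat TrxR1 (90 nM in the dispensed reagent) was pre-reduced with 400 uM NADPH for 5 min at room temperature, then incubated with compound for 15 min. After 400 uM selenite was added, NADPH fluorescence (Ex 340/Em 450 nm) was followed for 8 min.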
Vif-APOBEC3F blk: blocks the Vif interaction with APOBEC3F; HeLa A3F-eYFP + Vif (tagged APOBEC3F with the HIV-1 protein that degrades it), YFP fluorescence increase; Potency, µM (top dose mostly 46.1 µM), without a hit: at the top dose activity, negative = active; 390,000 compounds, 0.2% hits; AID 602313; also: % of control where 0% means no effect; nearly all actives have a fitted effect of over 65% in size
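HeLa cells stably expressing Vif plus C-terminally eYFP-tagged A3F were seeded, incubated overnight at 37 deg C, dosed with compound, incubated overnight again at 37 deg C. Yellow fluorescence (Ex 488/Em 500-530) reported blocked Vif-mediated A3F-eYFP degradation.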
12-LOX inh: ALOX12 (human) lipoxygenase inhibition. purified 12hLO, xylenol orange hydroperoxide absorbance. Potency, µM (doses to about 108 µM), inactives show at the top dose activity change, negative = inhibition, actives largely listed as inhibitors. 580,000 compounds, 1.1% hits; also: % is scaled to controls: 0 for no effect and ±100 for the full control effect
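Purified human 12hLO at 150 nM in 25 mM Hepes, 0.01% Triton X-100, pH 7.0, preincubated 15 min at room temperature with compound. Reaction started with 40 uM arachidonic acid, 30 min at room temperature. Hydroperoxide measured by Fe-xylenol orange, 573/405 nm absorbance ratio.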
TrxR1 substrate: rat thioredoxin reductase 1 substrate activity; 390,000 compounds, 0.01% hits; O89049; Potency, µM (series often up to 114 µM), for inactives: at the highest dose activity change, negative = substrate turnover; AID 588456; purified TrxR1 substrate turnover, NADPH consumption readout; also: % is scaled to controls: 0 for no effect and ±100 for the full control effect; nearly all actives have a fitted effect of over 50% in size
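Rat TrxR1, dispensed at 90 nM, was prereduced with 400 uM NADPH (final) for 5 min at ~22 deg C, then incubated with compound 15 min before 400 uM selenite. A first-read NADPH fluorescence drop versus no-compound background flagged substrates.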
RXFP1 agonist: agonists of human relaxin receptor RXFP1 | Q9HBX9 | HEK293T-RXFP1 cAMP TR-FRET, 30 min; response scale: percent of porcine relaxin response, buffer zero | Potency, µM (highest dose often 57.5 µM), without a hit: at the top dose activation, actives largely listed as activators | 370,000 compounds, 0.3% hits; also: % is scaled to controls: 0 for no effect and ±100 for the full control effect; nearly all actives have a fitted effect of over 60% in size; many of its hits are not listed in these tables
Target sequence (Q9HBX9 whole entry, looked up): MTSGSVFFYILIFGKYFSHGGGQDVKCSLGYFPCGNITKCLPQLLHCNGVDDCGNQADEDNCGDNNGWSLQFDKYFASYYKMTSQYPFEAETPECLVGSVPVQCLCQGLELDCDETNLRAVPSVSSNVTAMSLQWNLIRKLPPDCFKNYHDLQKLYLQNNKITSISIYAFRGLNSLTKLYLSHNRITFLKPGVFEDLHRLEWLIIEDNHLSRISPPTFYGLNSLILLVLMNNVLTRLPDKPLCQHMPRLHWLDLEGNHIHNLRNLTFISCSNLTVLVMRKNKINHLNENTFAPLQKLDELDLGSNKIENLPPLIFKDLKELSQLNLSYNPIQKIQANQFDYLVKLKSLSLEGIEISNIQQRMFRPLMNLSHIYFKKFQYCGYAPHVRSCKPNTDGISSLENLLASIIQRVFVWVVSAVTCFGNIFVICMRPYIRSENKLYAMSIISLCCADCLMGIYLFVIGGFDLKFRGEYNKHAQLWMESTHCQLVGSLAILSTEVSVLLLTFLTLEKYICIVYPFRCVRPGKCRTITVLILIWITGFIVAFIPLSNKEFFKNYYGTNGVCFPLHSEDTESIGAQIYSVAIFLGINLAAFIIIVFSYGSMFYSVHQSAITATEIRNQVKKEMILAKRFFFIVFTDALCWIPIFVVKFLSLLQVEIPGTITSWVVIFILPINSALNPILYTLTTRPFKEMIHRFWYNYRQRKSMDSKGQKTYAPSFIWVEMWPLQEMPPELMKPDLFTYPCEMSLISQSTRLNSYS
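Agonist response is measured as cAMP accumulation in an RXFP1-transfected HEK293T line under PDE4 inhibition. Values are scaled between buffer-only and 29 nM porcine relaxin, and EC50s come from standard Hill equation fits.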
USP1 inh: inhibitors of human USP1/UAF1 deubiquitinase. 390,000 compounds, 0.23% hits. O94782. recombinant USP1/UAF1, Ub-Rhodamine cleavage fluorescence. Potency, µM (series often up to 57.1 µM), inactives show at the highest dose activity change, negative = inhibition, most hits filed as inhibitors; also: % is scaled to controls: 0 for no effect and ±100 for the full control effect; nearly all actives have a fitted effect of over 60% in size; inactives centre near -12
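High-throughput fluorogenic screen: 1nM USP1/UAF1 complex, Ub-Rho substrate 150nM final, 50mM HEPES pH 7.8 with 0.5mM EDTA, 0.1 mg/ml BSA, 1mM TCEP and 0.01% Tween-20.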
RGS4 inhibitor: blocks human RGS4-accelerated GTP hydrolysis. Transcreener GDP fluorescence polarization, RGS4-accelerated GTP hydrolysis. Potency, µM (series often up to 114 µM), for inactives: at the highest dose activity change, negative = inhibition, actives largely listed as inhibitors. 390,000 compounds, 0.039% hits. AID 504845; also: % is scaled to controls: 0 for no effect and ±100 for the full control effect; nearly all actives have a fitted effect of over 75% in size; some results filed as inactive show a strong effect at the top dose
Target sequence (P49798 whole entry, looked up): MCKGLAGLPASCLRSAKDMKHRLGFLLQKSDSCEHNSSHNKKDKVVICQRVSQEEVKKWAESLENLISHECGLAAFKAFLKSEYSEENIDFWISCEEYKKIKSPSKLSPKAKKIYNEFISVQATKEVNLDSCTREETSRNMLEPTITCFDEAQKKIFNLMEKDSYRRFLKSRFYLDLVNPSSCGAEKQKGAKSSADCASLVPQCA
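MLSMR compounds (23 nl, pin-transferred) preincubated 10 min at room temperature with a 500nM (2x) first reagent, then RGS4 at 900nM (2x) plus Transcreener GDP mix added; fluorescence polarization (620/688 nm) read before and after 90 min at 30 °C.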
Numbers without * were called inactive; ? = inconclusive; · = not tested or not shown; & = joins results of further samples; [ ] = remark or other dose. Calls follow the shape of the dose curve; as a rule, active = well fitted curve in the direction sought with a large enough effect; inconclusive = small, poorly fitted or top-dose-only effect, or another doubt; inactive = no such curve, though single readings can be large; an effect the other way counts as inactive or inconclusive. Potency is read from the fitted curve at half-maximal effect. These rows are one share of the data, so the mix of outcomes need not match the whole.

SMILES	Vif-APOBEC3G blk	mIDH1 inhibitor	rTrxR1 inhibitor	Vif-APOBEC3F blk	12-LOX inh	TrxR1 substrate	RXFP1 agonist	USP1 inh	RGS4 inhibitor
CCOc1ccc(S(=O)(=O)N2CCC(C(=O)OC(C)C(=O)N3CCOCC3)CC2)cc1 (configuration not stated)	-2.9%	0.9%	1.1%	7.9%	1.6%	-1.7%	1.8%	?	0.1%
Cc1ccc(NC(=O)CS(=O)(=O)c2c[nH]c3ccccc23)c(C)c1	0.0%	8.9%	-10.4%	·	0.0%	-9.2%	4.0%	-12.6%	6.6%
COc1ccc(CCNC(=O)CCn2c(SCC(=O)N3CCCC3)nc3ccccc3c2=O)cc1OC	0.4%	0.0%	11.2%	9.9%	-0.8%	-1.6%	-3.0%	-17.8%	-0.2%
O=[N+]([O-])c1cccc(/C=N/Nc2nc(N3CCOCC3)nc(N3CCOCC3)n2)c1	-0.2%	12.3%	3.9%	-0.4%	-9.4%	-2.9%	0.7%	-20.5%	14.1%
OCCNCCCCOc1ccc(OCc2ccccc2)cc1	2.9%	22.6%	0.4%[57.1 µM]	-5.2%	4.3%	3.4%[57.1 µM]	0.5%	-0.3%	-3.8%
CC(C)(C#CCN1CCCCC1)OCCOC(c1ccccc1)c1ccccc1	-8.6%	5.7%	13.6%[57.1 µM]	?	?	3.4%[57.1 µM]	-0.1%	-17.8%	-9.1%
CC(C)CN(CC(C)C)C(=O)COc1ccccc1C(N)=O	1.7%	-2.6%	28.6%	-1.2%	-2.6%	5.5%	-1.5%	-10.8%	-4.6%
O=C(NC1CCCC1)c1ccc(CS(=O)(=O)c2ccc(Br)cc2)o1	0.1%	14.7%	-8.9%[57.1 µM]	2.4%	411.4%[activator]	8.6%[57.1 µM]	2.7%	-4.0%	-13.7%
O=C(Cn1cc2c(n1)CCCC2)N1CCCc2ccccc21	-4.8%	-14.2%	-12.8%[57.1 µM]	-6.9%	384.5%[activator]	-8.6%[57.1 µM]	-0.4%	-10.7%	-12.4%
NCC1CCC(C(=O)Oc2ccc(CCC(=O)O)cc2)CC1 (configuration not stated)	-0.6%	-6.3%	15.5%	0.7%	0.8%	9.3%	·	-20.6%	-1.2%
Cc1cnc(C(=O)N2CCCC(N3CCN(c4ccccc4F)CC3)C2)cn1 (configuration not stated)	1.6%	-1.3%	-12.9%	-4.8%	-3.8%	-4.4%	2.7%	-2.2%	38.0%
O=C(C1CC1)N1N=C(c2ccc(Br)cc2)CC1(O)C(F)(F)F (configuration not stated)	-0.5%	-6.1%	13.7%	-1.7%	-38.7%	-2.6%	6.9%	-20.8%	-6.8%
COc1ccc(NS(=O)(=O)c2cc(NC(=O)c3ccc(=O)[nH]c3)ccc2N2CCCC2)cc1	?	-2.9%	7.2%	-10.3%	0.0%	-5.6%	0.4%	-27.0%	1.5%
Cc1ccccc1NS(=O)(=O)c1ccc2[nH]cc(C(=O)NC3CCCCC3)c(=O)c2c1	1.2%	-6.6%	20.2%[57.1 µM]	-1.5%	5.5%	5.0%[57.1 µM]	2.4%	-9.7%	9.0%
O=C(CSc1nncs1)N1c2ccccc2Sc2ccccc21	-5.6%	-2.3%	?	-1.2%	17.1%	11.9%	-0.2%	-19.8%	5.5%
COc1ccc(OC)c(S(=O)(=O)N2CCCc3ccccc32)c1	-0.6%	4.6%	-1.7%	2.7%	-3.1%	-6.8%	2.1%	-15.9%	-19.6%
O=C(c1ccco1)N(CCC(c1ccccc1)c1ccco1)Cc1ccc(F)cc1 (configuration not stated)	0.2%	0.1%	?	-15.6%	?	-0.6%	12.2%	-22.6%	-31.1%
Cc1c(C(=O)Nc2cccc(F)c2)oc2c1-c1nn(Cc3c(F)cccc3Cl)cc1CC2	-3.3%	-3.2%	11.9%	-11.9%	-9.9%	8.7%	12.6%	-16.0%	17.1%
C=C(c1ccccc1C)[n+]1ccccc1	3.4%	4.9%	20.6%[57.1 µM]	12.1%	12.2%	6.8%[57.1 µM]	-2.9%	-3.1%	3.1%
Cc1ccc(Cn2ccc(NC(=O)CCSc3nc(-c4ccco4)cc(C(F)(F)F)n3)n2)cc1	-24.7%	7.9%	-13.9%	-2.1%	0.0%	-11.3%	1.8%	-20.0%	-13.7%

No new results follow: entries from further up.
SMILES	Vif-APOBEC3G blk	mIDH1 inhibitor	rTrxR1 inhibitor	Vif-APOBEC3F blk	12-LOX inh	TrxR1 substrate	RXFP1 agonist	USP1 inh	RGS4 inhibitor
O=C(Cn1cc2c(n1)CCCC2)N1CCCc2ccccc21	-4.8%	-14.2%	-12.8%[57.1 µM]	-6.9%	384.5%[activator]	-8.6%[57.1 µM]	-0.4%	-10.7%	-12.4%
NCC1CCC(C(=O)Oc2ccc(CCC(=O)O)cc2)CC1 (configuration not stated)	-0.6%	-6.3%	15.5%	0.7%	0.8%	9.3%	·	-20.6%	-1.2%

Following part.
SMILES	Vif-APOBEC3G blk	mIDH1 inhibitor	rTrxR1 inhibitor	Vif-APOBEC3F blk	12-LOX inh	TrxR1 substrate	RXFP1 agonist	USP1 inh	RGS4 inhibitor
COC(=O)[C@]1(CC(C)C)N[C@H](c2ccc(-c3ccc(OC)cc3)cc2)[C@@H]2C(=O)N(C)C(=O)[C@@H]21	2.6%	-11.8%	54.2%[activator][57.1 µM]	-1.2%	?	118.0%[activator][57.1 µM]	3.9%	-16.8%	22.8%
CCCCn1c(N)c(N(CCC(C)C)C(=O)CC2OC(=O)c3ccccc32)c(=O)[nH]c1=O (configuration not stated)	0.2%	5.5%	10.8%	6.6%	-0.1%	9.4%	0.0%	-10.8%	-3.4%
CC1CCCCN1C(=O)C1COc2ccccc2O1 (configuration not stated)	2.2%	-7.5%	5.0%	-10.9%	-0.8%	2.5%	0.9%	-13.0%	-18.2%
Cc1cc(Cl)c(C)c(S(=O)(=O)N2CCN(CC(=O)N3CCOCC3)CC2)c1Cl	-1.1%	-13.6%	20.2%	-23.9%	-1.5%	1.5%	0.3%	-0.6%	12.3%
NC(=O)N/N=C(/CCCCCC/C(=N\NC(N)=O)c1ccccc1)c1ccccc1	-22.3%	2.6%	-13.7%	13.4%	-12.4%	-9.8%	-1.8%	-20.3%	-13.7%
COc1ccc(NC(=O)CN(C)C(=O)CNC(=O)c2cccs2)cc1	1.6%	4.3%	-9.9%	0.0%	-8.7%	-10.8%	-1.6%	-6.1%	11.0%
CN(Cc1ccccc1Cl)C(=O)C1CC(=O)N(c2ccc3c(c2)OCCO3)C1 (configuration not stated)	0.0%	6.6%	11.2%	-2.5%	?	-1.9%	-1.0%	-3.4%	8.9%
Nc1nonc1C(=O)N/N=C/c1ccc(-c2ccc(Cl)c(C(=O)O)c2)o1	0.4%	-3.4%	21.3%[57.1 µM]	7.9%	-0.6%	-15.5%	11.2%	-20.3%	-3.3%
CCCSCCCNC(=O)c1ccc(NC(=O)C2=CSCCO2)cc1	0.3%	3.3%	22.0%	0.3%	-2.3%	-3.4%	-1.2%	-21.2%	-22.6%[56.9 µM]
CCOc1ccc(CCNC(=O)c2ccc(CS(=O)Cc3ccc(Cl)cc3)o2)cc1 (configuration not stated)	2.2%&6.4%	0.0%&-4.1%	6.8%&-8.5%	6.1%&-0.9%	-9.3%&-19.8%	0.7%&-14.0%	3.9%&-1.5%	-17.4%&-4.8%	1.7%&8.8%
CC(C)[C@H](NC(=O)c1ccco1)C(=O)NCc1ccccc1	5.1%	3.9%	7.0%	18.8%	-12.7%	-1.0%	0.1%	-17.4%	11.9%
O=C(OC1CCOC1=O)C1CCN(S(=O)(=O)c2ccccc2)CC1 (configuration not stated)	0.6%	3.0%	10.1%	1.5%	-15.0%	-2.1%	-1.3%	-21.0%	0.8%
COc1ccc(CC(=O)NCC(=O)N=Nc2c(O)[nH]c3ccccc23)cc1	8.9%	-6.5%	-6.0%	-6.7%	1.3%	-6.1%	2.4%	-23.9%	-6.2%
CC(C)(C)OC(=O)N1CCC(c2c(C(=O)NCCCN3CCc4ccccc4C3)cnn2-c2ccccc2)CC1	1.5%	-9.7%	5.6%	1.9%	0.0%	-8.7%	-2.4%	-14.1%	-1.3%
COc1ccc(CCNC(=O)CCCn2c(=O)c3ccccc3n(Cc3ccc(C)cc3)c2=O)cc1OC	-1.1%	-4.3%	16.4%	-0.4%	?	5.3%	14.5%	-27.0%	-9.3%

Three entries from above, arranged by the number in TrxR1 substrate, high to low:
| Compound | mIDH1 inhibitor | rTrxR1 inhibitor | 12-LOX inh | TrxR1 substrate | RXFP1 agonist | USP1 inh | RGS4 inhibitor |
| --- | --- | --- | --- | --- | --- | --- | --- |
| CCCCn1c(N)c(N(CCC(C)C)C(=O)CC2OC(=O)c3ccccc32)c(=O)[nH]c1=O (configuration not stated) | 5.5% | 10.8% | -0.1% | 9.4% | 0.0% | -10.8% | -3.4% |
| CC(C)[C@H](NC(=O)c1ccco1)C(=O)NCc1ccccc1 | 3.9% | 7.0% | -12.7% | -1.0% | 0.1% | -17.4% | 11.9% |
| COc1ccc(CCNC(=O)CCn2c(SCC(=O)N3CCCC3)nc3ccccc3c2=O)cc1OC | 0.0% | 11.2% | -0.8% | -1.6% | -3.0% | -17.8% | -0.2% |
